Screens: PubChem BioAssay, several laboratories
EP2 mod – modulators of human EP2 prostaglandin E2 receptor | P43116 | induction, % at 25 µM | EP2-expressing cells, cAMP HTRF FRET, PGE2 co-stimulation | actives 0.83% (n = 260,000);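 active = compounds whose cAMP rise, as percent of the full-agonist control response, exceeds 60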;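 note: rat C6 glioma line stably carrying human EP2 under a CMV promoter; the protocol text gives 20 µM as final concentration; 100% = response of wells given 1 µM PGE2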
Target sequence (P43116 whole entry, looked up): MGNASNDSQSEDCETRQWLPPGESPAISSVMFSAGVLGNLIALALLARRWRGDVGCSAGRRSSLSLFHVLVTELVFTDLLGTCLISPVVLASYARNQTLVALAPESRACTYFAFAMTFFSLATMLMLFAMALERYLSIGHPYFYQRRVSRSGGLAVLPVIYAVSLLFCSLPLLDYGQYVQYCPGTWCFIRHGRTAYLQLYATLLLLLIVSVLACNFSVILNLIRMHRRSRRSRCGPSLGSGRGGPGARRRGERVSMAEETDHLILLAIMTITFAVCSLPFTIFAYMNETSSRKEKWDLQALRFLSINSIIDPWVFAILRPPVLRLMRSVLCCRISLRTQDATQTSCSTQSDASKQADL
PERK inh – blocks human PERK kinase | actives 0.17% (n = 220,000) | CHO PERK-DD fusion, SEAP luminescence translation reporter | Q9NZJ5 | AID 1416 | inhibition, % at 5.6 µM;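 active = inhibition above the mean inhibition of all tested compounds plus 3 SD, set separately per screening campaign, cut at about 2.9% in these data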;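 note: PERK kinase domain activated by AP20187 dimerizer at 100 nM; 0% = DMSO with dimerizer and 100% = rapamycin at 8.4 µM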
PGE2 EP2 inh – blocks the human prostaglandin E2 receptor EP2 | P43116 | C6 glioma cells expressing human EP2, cAMP TR-FRET; cells stimulated with saturating PGE2 | inhibition, % at 25 µM | actives 0.52% (n = 260,000);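 active = percent inhibition above 40 after rounding to a whole number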;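 note: rat C6 glioma host cells with rolipram phosphodiesterase inhibitor present; the protocol text gives 20 µM as final concentration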
RBBP9 inhibitor – human RBBP9 hydrolase inhibition | recombinant RBBP9, FP-Rh probe fluorescence polarization | inhibition, % at 7.94 µM | O75884 | actives 0.2% (n = 220,000);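 active = inhibition above the campaign mean of all tested compounds plus 3 SD, cut at about 14% in these data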;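 note: plate controls were DMSO wells with RBBP9 for no effect and wells lacking RBBP9 protein for full effect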
Target sequence (O75884 whole entry, looked up): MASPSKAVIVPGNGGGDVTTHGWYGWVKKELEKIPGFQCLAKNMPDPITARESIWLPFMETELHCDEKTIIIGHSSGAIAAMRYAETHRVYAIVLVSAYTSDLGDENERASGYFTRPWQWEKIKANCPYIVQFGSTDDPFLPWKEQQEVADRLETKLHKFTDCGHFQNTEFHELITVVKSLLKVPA
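system = RBBP9 protein | input = RBBP9 at 2.5 µM in dispensed solution, before mixing | measured by = fluorescence polarization (mP), excitation 525 nm, emission 598 nm | incubation = enzyme-compound preincubation 30 min, then probe labeling 45 min, 25 °C | buffer or medium = Tris-NaCl-Pluronic buffer, pH 8.0 | compound = single dose 7.94 µM | also added = FP-Rh probe, 375 nM dispensing solution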
zVAD death inh – L929 zVAD cell death inhibition; L929 zVAD necroptosis rescue, ATP luminescence, 24 h; with zVAD 60 µM; viability rescue, % at 10 µM; actives 0.38% (n = 220,000);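 active = activation, scaled between plate controls, above about 75%, limit read from the data; inactive = activation under that limit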;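 note: 0% = zVAD with DMSO and 100% = DMSO alone without zVAD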
Hck-Nef inh – inhibitors of human Hck kinase activated by Nef. actives 0.68% (n = 220,000). inhibition, % at 20 µM. Recombinant Hck-YEEI plus Nef, Z-Lyte FRET kinase assay;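 active = Hck-Nef kinase inhibition above about 50%, limit read from the data; inactive = inhibition below that limit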;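 note: 0% = DMSO with Hck plus Nef and 100% = Hck alone without Nef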
Target sequence (P08631 whole entry, looked up): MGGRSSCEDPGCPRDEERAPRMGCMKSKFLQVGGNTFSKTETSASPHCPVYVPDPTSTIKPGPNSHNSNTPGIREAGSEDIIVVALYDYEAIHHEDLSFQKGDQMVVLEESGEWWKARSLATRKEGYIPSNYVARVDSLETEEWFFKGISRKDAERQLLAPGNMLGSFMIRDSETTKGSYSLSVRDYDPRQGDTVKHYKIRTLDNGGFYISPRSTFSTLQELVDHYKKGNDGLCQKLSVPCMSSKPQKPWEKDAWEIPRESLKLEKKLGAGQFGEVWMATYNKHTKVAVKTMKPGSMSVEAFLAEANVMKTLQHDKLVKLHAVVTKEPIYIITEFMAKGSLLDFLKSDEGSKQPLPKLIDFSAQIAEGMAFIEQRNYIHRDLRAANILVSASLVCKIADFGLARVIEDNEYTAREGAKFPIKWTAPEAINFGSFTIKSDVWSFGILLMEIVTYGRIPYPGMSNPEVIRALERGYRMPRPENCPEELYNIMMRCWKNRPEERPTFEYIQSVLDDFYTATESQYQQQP
Runt-CBFb FRET – blocks binding of human RUNX1 Runt domain to CBFb; Q01196+Q13951; Cerulean-Runt/Venus-CBFb FRET ratio 530/480, 1 h; inhibition, % at 20 µM; actives 0.46% (n = 220,000);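 active = inhibition over about 50% at 20 µM in the single-dose screen, limit read from the data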;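 note: 0% = DMSO wells and 100% = excess unlabeled CBFb competitor control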
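Reagent – Venus-CBFb binding partner, 100 nM · Assay system – Cerulean-tagged RUNX1 Runt domain (FRET donor) fusion protein · Input – 100 nM per protein · Incubation – two 1 h room-temperature incubations shielded from light · Measured by – FRET fluorescence · Medium – Tris buffer pH 7.5 with salts and BSA · Benchmarks – unlabeled CBFb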
Runt-SMMHC FRET – blocks binding of human RUNX1 Runt domain to CBFb-SMMHC; inhibition, % at 20 µM; actives 0.74% (n = 220,000); Cerulean-Runt/Venus-CBFb-SMMHC FRET ratio 530/480, 1 h; Q01196+Q13951;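 active = mean inhibition across duplicate retests at 20 µM reaching about 50%, limit read from the data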;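 note: 0% = DMSO wells and 100% = wells with excess untagged CBFb-SMMHC; inhibitors lower the FRET ratio by blocking Runt binding to CBFb-SMMHC; some results filed as inactive read as strong as hits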
TNF death inh – TNF-alpha cell death inhibition in Jurkat FADD-/- cells; actives 0.068% (n = 220,000); AID 463075; Jurkat FADD-/- TNF necroptosis rescue, ATP luminescence, 24 h; 0 = TNF only, 100 = no-TNF cells; activation (protection from cell death), % at 10 µM;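 active = activation, meaning protection from cell death, of at least 50% relative to plate controls; inactive = activation below 50%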;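 note: necroptosis triggered by 40 ng/mL TNF-alpha added together with compound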
An asterisk follows results filed as active; & = joins results of further samples. The list is partial; rates above refer to the full screens.

For OCc1nc2nc(Cl)c(Cl)nc2[nH]1 the results were EP2 mod 22.0, PERK inh 0.3, PGE2 EP2 inh 10.9, RBBP9 inhibitor -7.8, zVAD death inh -0.1, Hck-Nef inh -19.5, Runt-CBFb FRET 10.4, Runt-SMMHC FRET 21.7 and TNF death inh 1.6.
`Cc1ccccc1NC(=O)C1CC(Cl)=CCC1C(=O)O` (stereo unspecified) gave EP2 mod 14.7, PERK inh 0.2, PGE2 EP2 inh 0.0, RBBP9 inhibitor 0.5, zVAD death inh 0.2, Hck-Nef inh 3.6, Runt-CBFb FRET 0.2, Runt-SMMHC FRET 0.0 and TNF death inh -2.9.
`O=C(NC(=S)Nc1ccccn1)c1ccccc1` gave EP2 mod -15.9, PERK inh 0.0, PGE2 EP2 inh -3.4, RBBP9 inhibitor -7.4, zVAD death inh -1.1, Hck-Nef inh 6.5, Runt-CBFb FRET 1.3, Runt-SMMHC FRET -1.5 and TNF death inh -8.1.
Screening Nc1c(Cl)ncnc1N1CCN(c2ncnc(Cl)c2N)CC1 returned EP2 mod -0.3, PERK inh -0.4, PGE2 EP2 inh 11.5, RBBP9 inhibitor -2.1, zVAD death inh 0.1, Hck-Nef inh 5.4, Runt-CBFb FRET -1.8, Runt-SMMHC FRET -6.4 and TNF death inh 1.1.
`O=C1c2ccccc2C(=O)N1CC(=O)N1c2ccccc2Sc2ccccc21` gave EP2 mod 17.6, PERK inh 0.0, PGE2 EP2 inh 7.8, RBBP9 inhibitor -5.8, zVAD death inh 0.0, Hck-Nef inh 2.4, Runt-CBFb FRET -2.6, Runt-SMMHC FRET -1.5 and TNF death inh -4.5.
`Cc1ccc(F)cc1NC(=O)CN1CCN(c2ccccn2)CC1` gave EP2 mod -10.5, PERK inh -0.6, PGE2 EP2 inh 2.4, RBBP9 inhibitor -2.9, zVAD death inh 0.8, Hck-Nef inh 20.0, Runt-CBFb FRET -0.9, Runt-SMMHC FRET -1.0 and TNF death inh -0.1.
`COC(=O)CSc1nc2cc3c(cc2cc1C#N)OCO3` gave EP2 mod -74.9&19.6, PERK inh 0.7, PGE2 EP2 inh 19.0&18.6, RBBP9 inhibitor -5.1, zVAD death inh 0.4, Hck-Nef inh 0.8, Runt-CBFb FRET -3.3, Runt-SMMHC FRET -16.2 and TNF death inh -1.5.
CC(C)C(=O)Nc1nnc(COc2ccc(Cl)cc2)s1 was read as EP2 mod -4.7, PERK inh -1.7, PGE2 EP2 inh 8.9, RBBP9 inhibitor -7.4, zVAD death inh 0.6, Hck-Nef inh -11.7, Runt-CBFb FRET 0.4, Runt-SMMHC FRET -1.1 and TNF death inh 4.5.
Screening Cc1occc1-c1nnc(SCC(=O)N2CCc3ccccc32)o1 returned EP2 mod -6.1, PERK inh 1.6, PGE2 EP2 inh 7.0, RBBP9 inhibitor 2.1, zVAD death inh 0.5, Hck-Nef inh 8.7, Runt-CBFb FRET -0.4, Runt-SMMHC FRET -6.4 and TNF death inh -2.4.
Screening COc1cc(NC2CCCCC2O)c2nc(-c3ccc(Cl)cc3)ccc2c1 (stereo unspecified) returned EP2 mod 27.9, PERK inh -1.2, PGE2 EP2 inh 16.3, RBBP9 inhibitor 0.2, zVAD death inh 17.8, Hck-Nef inh -10.7, Runt-CBFb FRET -0.4, Runt-SMMHC FRET -85.6 and TNF death inh 6.4.
For Cc1[nH]c2ccccc2c1SCC(=O)NC1CCCCC1 the results were EP2 mod -28.5, PERK inh -0.1, PGE2 EP2 inh 3.5, RBBP9 inhibitor -4.3, zVAD death inh 0.6, Hck-Nef inh 8.3, Runt-CBFb FRET -0.4, Runt-SMMHC FRET -0.5 and TNF death inh 3.8.
CC(=O)NC1(C(F)(F)F)NC(=O)N(C2CCCCC2)C1=O (stereo unspecified) was read as EP2 mod 5.0, PERK inh 0.8, PGE2 EP2 inh 8.6, RBBP9 inhibitor -6.2, zVAD death inh 0.6, Hck-Nef inh 1.1, Runt-SMMHC FRET -1.1 and TNF death inh -0.6.
For Cn1c(Cn2c(=O)sc3ccccc32)nnc1SCC(=O)N1CCOCC1 the results were EP2 mod 13.6, PERK inh 0.3, PGE2 EP2 inh 8.0, RBBP9 inhibitor 0.8, zVAD death inh 0.6, Hck-Nef inh 2.5, Runt-CBFb FRET -0.6, Runt-SMMHC FRET -3.0 and TNF death inh 0.0.
Screening CCOC(=O)c1snc(C(=O)NC2CCCCC2)c1N returned EP2 mod 6.4, PERK inh 1.1, PGE2 EP2 inh 5.8, RBBP9 inhibitor -0.7, zVAD death inh 2.2, Hck-Nef inh -0.6, Runt-CBFb FRET -0.7, Runt-SMMHC FRET 1.2 and TNF death inh 2.4.
Screening CCCCNC(=O)c1c[nH]c2ccc(S(=O)(=O)N3CCOCC3)cc2c1=O returned EP2 mod 7.3, PERK inh 0.5, PGE2 EP2 inh 10.5, RBBP9 inhibitor -2.8, zVAD death inh 6.9, Hck-Nef inh -6.8, Runt-CBFb FRET 0.6, Runt-SMMHC FRET 0.3 and TNF death inh 0.8.
`O=C(NC(=S)Nc1ccc(CN2CCOCC2)cc1)c1ccc(-c2ccc(Br)cc2)o1` gave EP2 mod 16.1, PERK inh 1.9, PGE2 EP2 inh 13.2, RBBP9 inhibitor -8.8, zVAD death inh -0.6, Hck-Nef inh 34.0, Runt-CBFb FRET 5.5, Runt-SMMHC FRET 9.3 and TNF death inh -3.5.
CCOC(=O)CC(=O)CSc1nc2c(cc1C#N)CCCCCC2 was read as EP2 mod 16.1, PGE2 EP2 inh 4.8, Runt-CBFb FRET 40.5 and Runt-SMMHC FRET 50.2*.
For CC(=O)N1CCn2c3c(c(=O)c4cc(C)ccc42)CCC31 (stereo unspecified) the results were EP2 mod -1.9, PERK inh 1.3, RBBP9 inhibitor 2.5, zVAD death inh 1.3, Hck-Nef inh -1.7, Runt-CBFb FRET -1.0, Runt-SMMHC FRET -45.5 and TNF death inh 0.9.
O=C(Cn1cnc2c(nnn2-c2ccc(F)cc2)c1=O)NCC1CCCO1 (stereo unspecified) was read as EP2 mod -0.7, PERK inh 0.6, PGE2 EP2 inh 5.5, RBBP9 inhibitor -2.6, zVAD death inh 0.8, Hck-Nef inh 5.8, Runt-CBFb FRET 3.2, Runt-SMMHC FRET 75.1 and TNF death inh -1.4.
For C=CCNC(=O)c1sc(=S)n(-c2ccc(C(=O)OCC)cc2)c1N the results were EP2 mod 11.8, PERK inh -0.1, PGE2 EP2 inh 8.6, RBBP9 inhibitor -7.4, zVAD death inh 1.4, Hck-Nef inh 13.3, Runt-CBFb FRET 42.8, Runt-SMMHC FRET 24.6 and TNF death inh -0.2.
Screening CC(C)OC(=O)CSc1nnc(Cc2ccccc2)n1C returned EP2 mod 5.3, PERK inh 0.8, PGE2 EP2 inh 2.5, RBBP9 inhibitor -3.3, zVAD death inh 1.0, Hck-Nef inh 2.0, Runt-CBFb FRET 2.5, Runt-SMMHC FRET -2.5 and TNF death inh 2.1.
Cc1ccc(-c2csc(NC(=O)c3cccs3)n2)cc1 was read as EP2 mod -15.6, PERK inh -0.5, PGE2 EP2 inh 18.4, RBBP9 inhibitor -3.5, zVAD death inh -0.1, Hck-Nef inh 0.6, Runt-CBFb FRET 2.1, Runt-SMMHC FRET -4.4 and TNF death inh -0.1.
`CCOc1ccc(C(C)(C)C)cc1S(=O)(=O)N1CCOCC1` gave EP2 mod 4.9, PERK inh -0.1, PGE2 EP2 inh 10.0, RBBP9 inhibitor 0.1, zVAD death inh -0.1, Hck-Nef inh 1.3, Runt-CBFb FRET 2.9, Runt-SMMHC FRET 0.7 and TNF death inh -1.9.
Cn1c(O)c(C(C#N)=C2N=c3ccccc3=N2)c2ccccc21 was read as EP2 mod 17.3, PERK inh 0.1, PGE2 EP2 inh 8.4, RBBP9 inhibitor -5.2, zVAD death inh 0.6, Hck-Nef inh 7.5, Runt-CBFb FRET -5.7, Runt-SMMHC FRET -3.5 and TNF death inh -1.2.
Screening O=S(=O)(NCC(c1ccco1)N1CCN(c2ccccc2)CC1)c1ccc(F)cc1 (stereo unspecified) returned EP2 mod 16.4, PERK inh 0.5, PGE2 EP2 inh 7.2, RBBP9 inhibitor -4.3, zVAD death inh 0.4, Hck-Nef inh 6.2, Runt-CBFb FRET 1.8, Runt-SMMHC FRET -2.3 and TNF death inh -1.0.
For Cc1ccc(CNC(=O)C2CC(c3ccccc3[N+](=O)[O-])=NO2)cc1 (stereo unspecified) the results were EP2 mod -23.6, PERK inh 1.5, PGE2 EP2 inh 7.6, RBBP9 inhibitor -2.8, zVAD death inh 0.4, Hck-Nef inh 0.8, Runt-CBFb FRET -0.7, Runt-SMMHC FRET 0.5 and TNF death inh -0.9.
`O=C(COC(=O)c1ccc(O)cc1)Nc1cccc(S(=O)(=O)NC2=NCCCCC2)c1` gave EP2 mod -2.7, PERK inh 0.9, PGE2 EP2 inh 13.9, RBBP9 inhibitor -2.7, zVAD death inh 0.5, Hck-Nef inh 8.7, Runt-CBFb FRET 2.7, Runt-SMMHC FRET -2.3 and TNF death inh 3.8.
Screening O=C(NCCN1CCOCC1)C1CCC(CNS(=O)(=O)c2ccccc2)CC1 (stereo unspecified) returned EP2 mod 25.9, PERK inh 1.2, PGE2 EP2 inh 4.4, RBBP9 inhibitor -5.9, Hck-Nef inh 5.5, Runt-CBFb FRET -3.7, Runt-SMMHC FRET 3.8 and TNF death inh 1.8.
For Cc1cc(C)n(-c2ncnc3c2oc2ccccc23)n1 the results were EP2 mod 21.7, PERK inh -0.3, PGE2 EP2 inh 5.8, RBBP9 inhibitor -2.4, zVAD death inh -0.1, Hck-Nef inh 5.2, Runt-CBFb FRET -0.3, Runt-SMMHC FRET -0.1 and TNF death inh -3.6.
CN1C(=O)c2ccc(NC(=O)C3CCCCC3)cc2C1=O was read as EP2 mod 11.3, PERK inh 0.8, PGE2 EP2 inh 3.7, RBBP9 inhibitor 1.6, zVAD death inh 2.0, Hck-Nef inh -0.2, Runt-CBFb FRET -1.8, Runt-SMMHC FRET -0.5 and TNF death inh -0.1.
For O=C(Nc1nnc(SCc2ccc(Cl)cc2)s1)c1cnccn1 the results were EP2 mod 7.2, PERK inh -1.1, PGE2 EP2 inh 21.4, RBBP9 inhibitor -5.9, zVAD death inh -0.3, Hck-Nef inh 1.0, Runt-CBFb FRET -0.5, Runt-SMMHC FRET 0.2 and TNF death inh 0.8.
`COc1cc(OC)cc(C(=O)Nc2ccccc2C(=O)N2CCCC2)c1` gave EP2 mod 25.0, PERK inh -0.8, PGE2 EP2 inh 15.6, RBBP9 inhibitor -6.7, zVAD death inh 0.2, Hck-Nef inh -0.1, Runt-SMMHC FRET -0.3 and TNF death inh -0.3.
For COc1ccc(/C=N/Nc2nccnc2Cl)cc1 the results were EP2 mod -17.1, PERK inh 1.5, PGE2 EP2 inh 2.1, RBBP9 inhibitor 0.5, zVAD death inh -0.9, Hck-Nef inh -1.3, Runt-CBFb FRET -0.4, Runt-SMMHC FRET 0.1 and TNF death inh -11.6.
